Bioassay records: PubChem BioAssay, Broad Institute
ARNT-TACC3 inh – ARNT/TACC3 interaction disruption | Q9Y6A5 | AlphaScreen His-ARNT PAS-B/GST-TACC3 binding, luminescence; TACC3 fragment carries E629A point mutation | inhibition, % at 9.99 µM | 390,000 compounds, 0.66% hits;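 active = mean inhibition of replicates at least 50% and at least half of replicates each reaching 50%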;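 also: 0% = complete ARNT plus TACC3 wells and 100% = ARNT alone without TACC3; many hits fall short of the cut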
Numbers without * were called inactive. An excerpt; count on the stated rates, not on these rows.

SMILES | ARNT-TACC3 inh
N=c1c2c3c(sc2ncn1CCN1CCOCC1)CCCC3 | -1
CCC(Sc1nccn1C)C(=O)Nc1cccc2ccccc12 (stereo unspecified) | 0
CCSc1nnc(NC(=O)C2Cc3ccccc3CN2C(=O)c2ccco2)s1 (stereo unspecified) | 33
CCCCN1CC(=O)N2[C@H](c3ccc(OC)cc3)[C@@H]3C(=O)N(CC)C(=O)[C@@H]3[C@]2(C)C1=O | -5
Cc1cccc(NC(=O)CSc2nc(COc3ccccc3)nc3ccccc23)c1C | 5
CC(=O)Oc1ccc(-c2cccc(C(=O)NCC(=O)O)c2)cc1 | -4
COc1cccc2cc(C(=O)NCc3ccc(C)cc3)c(=O)oc12 | -4
CCCCNC(=O)Nc1nnc(-c2ccccc2)o1 | 7
Cc1ccc(N(CC(=O)O)S(C)(=O)=O)cc1Cl | -15
CCOc1ccc(Cl)cc1CNCCNCC(C)O (stereo unspecified) | 7
C=CCn1c(=O)[nH]c2cc(C(=O)N3CCN(c4cccc(Cl)c4)CC3)ccc2c1=O | -20
Cc1ccc(N2CC(C(=O)Oc3cccc(N4C(=O)CCC4=O)c3)CC2=O)cc1 (stereo unspecified) | -7
CCOC(=O)c1n[nH]c2ccccc12 | 0
Cc1cc(OC(C)C(=O)N(Cc2ccco2)C2CCS(=O)(=O)C2)ccc1Cl (stereo unspecified) | 0
O=C(NC1CCCC1)C(c1ccccn1)N(C(=O)c1csnn1)C1CC1 (stereo unspecified) | -17
CCOc1ccc(NCc2nnc(SCC(=O)Nc3cc(C)on3)n2-c2ccc(OC)cc2)cc1 | -6
NNC(=O)CCc1c[nH]c2ccccc12 | -3
N#CC1=C2SCN(Cc3ccco3)CN2C(=O)CC1c1ccccc1F (stereo unspecified) | -5
CC(C)CCn1nc(C(=O)OC(C)C(=O)NC(N)=O)c2ccccc2c1=O (stereo unspecified) | 0
CC(C)CNS(=O)(=O)c1ccc(CCC(=O)O)cc1 | 9

A second format for part of the listing above.
CC(=O)Oc1ccc(-c2cccc(C(=O)NCC(=O)O)c2)cc1
  ARNT-TACC3 inh = -4
COc1cccc2cc(C(=O)NCc3ccc(C)cc3)c(=O)oc12
  ARNT-TACC3 inh = -4
CCCCNC(=O)Nc1nnc(-c2ccccc2)o1
  ARNT-TACC3 inh = 7
Cc1ccc(N(CC(=O)O)S(C)(=O)=O)cc1Cl
  ARNT-TACC3 inh = -15

Carrying on.
SMILES | ARNT-TACC3 inh
O=C(NC1CCCC1)C(c1ccccn1)N(C(=O)c1csnn1)C1CCCC1 (stereo unspecified) | 26
Cc1ccc(C(C)C)c(OCCNC(=O)c2cncc(Br)c2)c1 | -21
CSc1nnc(-c2ccc(F)cc2)o1 | -20
Cc1ccc(NC(=O)C(C)N2C(=O)C3CC=C(Cl)CC3C2=O)cc1 (stereo unspecified) | -25
Cc1noc(C)c1C(=O)Nc1nnc(-c2ccccc2)s1 | 3
C/C(=N/NC(=O)CSCc1ccc(Cl)cc1)c1cccc(NC(=O)c2ccccc2)c1 | -35
O=C(NNC(=S)Nc1ccccc1)c1ccco1 | 3
COc1ccc(NC(=O)NCc2cccn2C)c(OC)c1 | 0
O=C(NCCCNC1CCCCC1)c1ccc(/C=N/O)nc1 | 43
CS(=O)(=O)c1ccccc1COC(=O)Nc1ccc(Cl)cc1 | -30
COc1cc([N+](=O)[O-])ccc1N/C=C/C(=O)c1cccs1 | -6
COc1ccc(C(C(=O)NC2CCCCC2)N(Cc2ccco2)C(=O)CNC(=O)c2ccco2)cc1 (stereo unspecified) | 0
CCOCCCNC(=O)C1CCN(S(=O)(=O)c2c(C)noc2/C=C\c2ccc(OC)cc2)CC1 | -2
Cc1c(NC(=S)N/N=C/c2ccc(O)cc2)c(=O)n(-c2ccccc2)n1C | 2
CC1=Nn2c(nnc2-c2cccs2)SC1 | -1
Cc1ccc(-c2csc3n[nH]c(=S)n23)cc1 | -1
COc1ccc2c(CC(=O)OCC(=O)c3ccc(F)cc3)coc2c1 | 0
CC(C)NC(=O)CSCc1ccccc1Cl | -3
CCn1cc(C(=O)O)c(=O)c2cc(F)c(N3CCNCC3)cc21 | -7
Cc1c(C(=O)NCCSCc2ccccc2Cl)cccc1[N+](=O)[O-] | 9
CC(=O)N=C1SC2CS(=O)(=O)CC2N1c1c(Cl)cccc1Cl (stereo unspecified) | -3
COc1ccccc1NC(=O)CN1CCC(n2nnc3cc(F)ccc32)CC1 | -8
CC1CCCN(c2ccc(C(=O)NCc3cccs3)cn2)C1 (stereo unspecified) | 6
COc1ccc(S(=O)(=O)N(CC(=O)N2CCCC2)Cc2ccccc2)cc1 | 2
COc1ccc(-c2cc(C(F)(F)F)nc(SCC(=O)Nc3cc(C)on3)n2)cc1OC | 21
CCOC(=O)c1c(C)n(C)c2ccc(OC(=O)c3ccoc3)cc12 | -6
COc1ccc(OC)c(C(c2nnnn2CCc2ccccc2)N2CCC(C(N)=O)CC2)c1 (stereo unspecified) | -5
O=C(NCCc1ccc(Cl)cc1)c1cc(S(=O)(=O)N2CCCCC2)c[nH]1 | 3
CC(=O)N1CCN(S(=O)(=O)c2cccc(C(=O)NC3CCCc4ccccc43)c2)CC1 (stereo unspecified) | -5
Cc1ccc(C(=O)NCCc2ccccc2)cc1 | -5
CC1CCCC(C)N1C(=O)CSCc1ccc(Cl)cc1 (stereo unspecified) | -5
CCOC(=O)N1CCN(c2ncnc3scc(-c4ccc(Cl)cc4)c23)CC1 | 15
Cc1oc2nc(SCC(=O)NCc3cccnc3)nc(N)c2c1C | 1
CC(C)(C)C(=O)Cn1ncc(N2CCCC2)c(Br)c1=O | -4
CCN1/C(=C\C(C)=O)Sc2ccc(OC)cc21 | 8
COc1ccc(OC)c(NC(=O)CCN2CCCCCC2)c1 | 3
O=C(CCN1C(=O)C2CC=CCC2C1=O)N1CCN(c2ccccn2)CC1 (stereo unspecified) | -3
COc1cccc(-c2ccc(C#N)c(OC(=O)c3c(Cl)cccc3Cl)n2)c1 | -5
O=C(CCc1ccccc1)Nc1ncc2c(n1)CCCC2=O | -8
CN1CCN(c2ncccc2S(=O)(=O)N2CCCCC2)CC1 | 11
NCCCC[C@@H]1NC(=O)c2cc([N+](=O)[O-])cc(I)c2SC[C@@H](C(N)=O)NC(=O)[C@H](Cc2ccc(O)cc2)NC1=O | 34
CC(C)[C@@H]1CN=C(N)N1C[C@@H]1CCCN1C[C@H](C)N1C[C@@H](Cc2ccccc2)N(CCc2ccc(Cl)c(Cl)c2)C1=N | 9
O=C(Nc1ccccc1)c1ccc(S(=O)(=O)NCc2ccco2)cc1 | -2
CCOc1ccccc1NC(=O)N1CCCC1C(=O)Nc1nnc(CC)s1 (stereo unspecified) | 7
COc1c(S(=O)(=O)N2CCCC2)ccc(Cl)c1Cl | -14
CCCOC(=O)c1cc(-c2ccc(/C=C3/C(=O)N(C)C(=O)C(C#N)=C3C)o2)ccc1Cl | 0
CCOC(=O)CNc1c(-c2ccc(OC)cc2)nc2ccc(Cl)cn12 | 8
CCN(CC)S(=O)(=O)c1ccc(S(=O)(=O)N(CC(=O)Nc2ccccc2)Cc2ccco2)cc1 | 2
COc1ccc(OCC(=O)N(C)Cc2ccccc2)cc1 | 1
c1ccc(-c2ccc3c(c2)c2c4n3CCN=C4CCC2)cc1 | 4
Cc1ccc(S(=O)(=O)c2c(COC(=O)c3cccc(Cl)c3)c(-c3ccccc3)nn2C)cc1 | -1
O=C(COC(=O)C12CC3CC(CC(C3)C1)C2)NCCc1ccccc1 | -40
COc1ccc(OC)c(NC(=O)C2C3C=CC(C3)C2C(=O)NCc2ccccn2)c1 (stereo unspecified) | 6
CCOc1ccc(-c2nc(-c3cccnc3)no2)cc1OCC | -4
O=S(=O)(c1ccccc1)N(C1=NCCS1)S(=O)(=O)c1ccccc1 | -3
CC1CC(C)CN(c2ncnc3c2cnn3Cc2ccc(Cl)cc2)C1 (stereo unspecified) | 0
CCC1(C)Cc2c(sc3c2c(=O)n(C)c2nnc(SCCc4ccccc4)n32)CO1 (stereo unspecified) | -6
COc1ccc(NC(=O)COc2ccccc2C#N)c(S(=O)(=O)N2CCCCC2)c1 | -5
O=C(Cc1ccccc1)NCCc1cccc(Cl)c1 | -1
CCOc1ccc(C(CCc2ccccc2)NC(=O)c2ccc(OC)c(OC)c2)cc1OCC (stereo unspecified) | -1

5 records picked at random from the list so far, as already listed:
SMILES | ARNT-TACC3 inh
CC(C)[C@@H]1CN=C(N)N1C[C@@H]1CCCN1C[C@H](C)N1C[C@@H](Cc2ccccc2)N(CCc2ccc(Cl)c(Cl)c2)C1=N | 9
Cc1ccc(S(=O)(=O)c2c(COC(=O)c3cccc(Cl)c3)c(-c3ccccc3)nn2C)cc1 | -1
CC1CC(C)CN(c2ncnc3c2cnn3Cc2ccc(Cl)cc2)C1 (stereo unspecified) | 0
CCN(CC)S(=O)(=O)c1ccc(S(=O)(=O)N(CC(=O)Nc2ccccc2)Cc2ccco2)cc1 | 2
CCCOC(=O)c1cc(-c2ccc(/C=C3/C(=O)N(C)C(=O)C(C#N)=C3C)o2)ccc1Cl | 0

(continued)
SMILES | ARNT-TACC3 inh
CC(C)c1nc(SCC(=O)Nc2ccc3c(c2)OCO3)n[nH]1 | -2
CCS(=O)(=O)c1ccc(-c2csc(-c3ccc(Cl)cc3)n2)c(Cl)c1Cl | -1
Cc1ccc(S(=O)(=O)Nc2cc(C(=O)NCCN(C)C)ccc2N2CCCCC2)cc1 | 20
COc1ccc(C2C(C#N)=C(N)OC(C(C)(C)C)=C2C#N)cc1OC (stereo unspecified) | -2
Cc1ccccc1C(=O)NC1CC(C)(C)NC(C)(C)C1 | -6
CCNC(=S)N/N=C/c1cc(Br)cc(Br)c1OC | -7
O=C(NCC1CCCO1)/C(=C\c1ccco1)NC(=O)c1ccccc1 (stereo unspecified) | -4
O=C(c1ccco1)N1CCN(C/C=C/c2ccccc2)CC1 | -4
CC(NC(=O)c1cn(C)c2ccc(S(=O)(=O)N3CCCC3)cc2c1=O)c1ccc2c(c1)OCCO2 (stereo unspecified) | -1
O=C(c1ccc2c(c1)OCCO2)N(c1ccccn1)C1CCCCC1 | 4
CCn1c(-c2ccc(-c3ccccc3)cc2)c[nH]c1=S | -1
CCN(CC(=O)NCCc1ccc(S(N)(=O)=O)cc1)Cc1nc2cc(OC)c(OC)cc2c(=O)[nH]1 | -2
O=C1c2ccccc2C(=Nc2ccccc2)C1c1cccc(Br)c1 (stereo unspecified) | -16
CC(OC(=O)c1ccc2ccccc2n1)C(=O)Nc1ccc(N2CCOCC2)cc1 (stereo unspecified) | 4
O=C(OCCN1CCN(c2ncc(C(F)(F)F)cc2Cl)CC1)c1ccc(Cl)cc1 | -8
Cc1ccc(NS(=O)(=O)c2ccc(CCC(=O)N3CCOCC3)cc2)cc1 | -3
C/C(Cl)=C/Cn1c(SC(C)C)nc2c1c(=O)[nH]c(=O)n2C | -2
CCC(CC)C(=O)Nc1cc(C(=O)OC)cc(C(=O)OC)c1 | -7
Cc1nnnn1/C(=C\c1ccccc1)C(=O)OCC(=O)N(C)C1CCS(=O)(=O)C1 (stereo unspecified) | -2
CC1(C)Cc2[nH]c(=O)c(C#N)cc2CS1 | -5
CCCCCCCCCCNC(=O)C(=O)Nc1ccccn1 | -4
COc1ccc(C(=O)NC2(C(F)(F)F)C(=O)Nc3c2c(=O)[nH]c(=O)n3CCc2ccc(OC)c(OC)c2)cc1 (stereo unspecified) | 2
Cc1ccc2nc(S(=O)(=O)O)[nH]c2c1 | -11
C=CCn1c(SCC(=O)Nc2ccccc2)nnc1-c1cccc(S(=O)(=O)N2CCOCC2)c1 | 5
O=C(Nn1cc(C(=O)N2CCN(c3ccccc3F)CC2)c2ccccc2c1=O)c1cnccn1 | 69*
COc1ccc(CCNC2CC(C)N(C)CC2C)cc1OC (stereo unspecified) | -5
CCOc1ccc(-c2nnc3sc(COc4ccc(Cl)cc4)nn23)cc1 | -3
Cc1ccccc1Cn1c(C(C)O)nc2ccccc21 (stereo unspecified) | -4
CN1CCN(C(c2cccnc2)c2ccc3cccnc3c2O)CC1 (stereo unspecified) | 68*
Cc1ccc(S(=O)(=O)N2CCN=C2c2ccccc2)cc1C | -4
COCCN1C=C2C(=O)C(C)(OC(=O)CCC(=O)OC)C(=O)C=C2C=C1C1CC1 (stereo unspecified) | 19
Cc1ccc(-c2nnc(SCc3nc4ccccc4[nH]3)n2Cc2ccco2)cc1 | -5
c1ccc(Cn2nnc3c(N4CCC5(CC4)OCCO5)ncnc32)cc1 | 18
c1ccc(OCc2nn3c(-c4n[nH]c5c4CCC5)nnc3s2)cc1 | 1
CCOC(=O)C1CCCN(Cc2nc(N)nc(Nc3ccc(C)cc3)n2)C1 (stereo unspecified) | 29
N=C1/C(=C/c2cccs2)C(=O)N=C2SN=C(SCc3ccccc3)N12 | -7
COC(=O)Cc1c(C)c2ccc(OC(=O)c3ccccc3)cc2oc1=O | 1
N=c1c2c(n(Cc3ccc(Cl)c(Cl)c3)c3c1CCC3)CCCC2 | 3
O=c1ccnc(SCn2nnc3ccccc3c2=O)[nH]1 | -8
NC(=O)c1cc(-c2ccccc2)nc(N2CCCCCC2)n1 | -8
CCOc1ccc(-c2nnc(-c3ccncc3)o2)cc1 | -3
COc1ccc(N2Cc3cccc(C(=O)O)c3C2=O)cc1 | -2
COc1ccc(C2(C(=O)Nc3cc(C)on3)CCOCC2)cc1 | -6
CCN(CCCNC(=O)c1[nH]c(C)c(C(C)=O)c1C)c1ccccc1 | -2
Oc1ccc(N=Nc2nccs2)c(O)c1 | 81*
COc1cc([N+](=O)[O-])ccc1NC(=O)CCCOc1ccccc1 | -1
Cc1nnc(SCC(=O)c2cc(C)n(C3CC3)c2C)s1 | 8
O=C(Cn1nnc(-c2ccc(OCc3ccccc3F)cc2)n1)N1CCOCC1 | -5
Cc1occc1C(=O)Nc1ccc(S(=O)(=O)N2CCCC2)cc1 | 17
COC(=O)COC(=O)c1ccc(Oc2nc(OC)nc(N(C)C)n2)cc1 | -22
O=C(Cn1nnc(-c2ccccc2Cl)n1)NCc1ccc2c(c1)OCO2 | 0
